Screening results (PubChem)
STEP block: STEP phosphatase inhibitors, primary screen, biochemical, fluorescence intensity, uHTS | inhibition, % at 20 µM | Tyrosine-protein phosphatase non-receptor type 5 (Homo sapiens), P54829 | AID 588621, 2011 | hit rate 0.25% among 360,000 | recombinant STEP, OMFP fluorogenic substrate;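 active = inhibition at 20 µM, scaled per plate between control wells, above about 37%, limit read from the data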;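 also: 0% = DMSO with enzyme and substrate and 100% = substrate only without enzyme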
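System: isolated STEP enzyme; schedule: 20 min enzyme reaction at room temperature, protected from light; medium: Bis-Tris buffer pH 6.0, 2.5 mM DTT, 0.005% Tween 20; signal: fluorescence, 480/540 nm; dosing: single compound dose of 20 µM, 1% DMSO final; also added: OMFP substrate, 25 µM final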
CendR NRP1 mod: modulators of CendR peptide binding to NRP-1, primary screen, biochemical, fluorescence polarization, uHTS; Neuropilin-1 (Homo sapiens), O14786; FAM-RPARPAR peptide binding to NRP-1; inhibition, % at 25 µM; hit rate 0.85% among 360,000;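 active = inhibition or corrected inhibition above about 18%, plus a signal ratio from 0.5 to 1.5, limit read from the data, passing the limit was not always enough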; also: strong numbers were not always called active
Scp-1 inhibitor: Scp-1 phosphatase inhibitors, primary screen, biochemical, colorimetric, uHTS. Recombinant Scp1, phosphopeptide, malachite green phosphate absorbance. inhibition, % at 20 µM. hit rate 0.88% among 340,000;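 active = inhibition above about 50% at 20 µM, limit read from the data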;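 also: plate controls were DMSO wells with enzyme for no effect and wells lacking enzyme for full effect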
Target sequence (Q9GZU7 76-261 limits assumed): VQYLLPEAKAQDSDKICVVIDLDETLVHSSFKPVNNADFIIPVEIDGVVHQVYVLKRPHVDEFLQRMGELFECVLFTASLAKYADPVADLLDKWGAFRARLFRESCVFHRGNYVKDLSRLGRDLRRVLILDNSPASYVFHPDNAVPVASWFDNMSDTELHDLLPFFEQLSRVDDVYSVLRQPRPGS
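Assay system: SCP-1 catalytic fragment, aa 76-261 | Buffer or medium: Tris acetate buffer pH 5.5 with MgCl2 and Tween-20 | Compound: One concentration, 20 µM, with 1.0% DMSO | Also added: Phospho 17-mer peptide substrate | Signal: Absorbance at 630 nm | Incubation: 45 min enzyme reaction at room temperature | Measure: % inhibition of SCP-1 phosphate liberation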
SKN-1 block: suppressors of acrylamide-induced Pgst-4::GFP reporter in worms, primary screen, SKN-1 inhibitor project, whole organism, uHTS, GFP/RFP fluorescence ratio, strain VP596; hit rate 0.49% among 360,000; inhibition, % at 21.8 µM; AID 624304, 2012; C. elegans VP596 Pgst-4::GFP/RFP ratio, 24 h;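 active = interference check ratio from 0.5 to 1.5 plus GFP to RFP signal ratio inhibition reaching or exceeding a fixed threshold, cut at about 30% in these data, passing the limit was not always enough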; also: some compounds called inactive have numbers as strong as hits
SUMO1 PPI mod: modulators of SUMO1 protein-protein interactions, primary screen, biochemical, uHTS; Small ubiquitin-related modifier 1 (Homo sapiens), P63165; SUMO1 binding to a labelled peptide, TR-FRET, 1 h; inhibition, % at 20 µM; hit rate 0.33% among 360,000; AID 602429, 2012; in the data active = inhibition above about 37%
Target sequence (P63165 whole entry, looked up): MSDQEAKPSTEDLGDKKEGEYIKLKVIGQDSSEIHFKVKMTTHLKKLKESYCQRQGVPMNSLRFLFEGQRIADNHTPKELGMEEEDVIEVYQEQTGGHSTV
DNMT1 block: human DNMT1 methyltransferase inhibitors, primary screen, biochemical, molecular beacon, fluorescence, HinP1I cleavage, uHTS. DNA (cytosine-5)-methyltransferase 1 (Homo sapiens), P26358. inhibition (reported as % activation of signal), % at 10 µM. hit rate 0.83% among 360,000; in the data active = inhibition above about 50%
Rpn11 inh: Rpn11 (PSMD14) deubiquitinase inhibitors, primary screen, biochemical, fluorescence polarization, uHTS; hit rate 0.59% among 360,000; AID 588493, 2011; calls only at 20 µM; human 26S proteasome, Ub4-pepOG fluorescence polarization; 20S core pre-blocked with epoxomicin;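 active = inhibition at 20 µM, scaled to each plate's controls, above about 33%, limit read from the data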
Target sequence (O00487 whole entry, looked up): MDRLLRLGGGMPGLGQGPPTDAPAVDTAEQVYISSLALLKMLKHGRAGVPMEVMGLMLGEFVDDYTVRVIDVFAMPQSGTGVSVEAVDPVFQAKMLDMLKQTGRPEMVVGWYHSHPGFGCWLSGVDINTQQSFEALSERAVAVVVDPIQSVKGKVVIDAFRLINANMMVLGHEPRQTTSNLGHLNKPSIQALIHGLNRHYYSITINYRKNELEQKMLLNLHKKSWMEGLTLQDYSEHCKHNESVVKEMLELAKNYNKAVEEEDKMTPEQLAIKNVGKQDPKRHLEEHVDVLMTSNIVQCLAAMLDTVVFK
LMPTP block: LMPTP phosphatase inhibitors, primary screen, biochemical, fluorescence intensity, uHTS | inhibition, % at 20 µM | hit rate 0.22% among 360,000 | recombinant LMPTP-A, OMFP fluorogenic substrate | Low molecular weight phosphotyrosine protein phosphatase (Homo sapiens), P24666;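 active = compounds that cut the enzyme signal by at least half of the control window in the single-dose screen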;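 also: plate controls were DMSO wells with enzyme plus substrate for no effect and substrate without enzyme for full effect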
Target sequence (P24666 whole entry, looked up): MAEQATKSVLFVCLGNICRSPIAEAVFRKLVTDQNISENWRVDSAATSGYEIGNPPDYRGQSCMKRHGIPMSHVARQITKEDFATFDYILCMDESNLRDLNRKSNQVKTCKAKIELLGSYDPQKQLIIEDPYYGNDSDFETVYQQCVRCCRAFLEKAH
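Buffer or medium: Bis-Tris pH 6.0, DTT, detergent; Assay system: LMPTP-A enzyme; Quantity: 0.625 nM enzyme; Detection: endpoint fluorescence intensity; Times: 50 min dark incubation at room temperature; Controls: substrate-only low control, DMSO enzyme-plus-substrate high control; Doses: single 20 µM dose; Read-out: percent inhibition versus substrate-only and uninhibited controls; Reagent: 400 µM OMFP.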
NadD inh: inhibitors of S. aureus NadD, primary screen, biochemical, colorimetric, uHTS. purified NadD enzyme, colorimetric absorbance read-out. inhibition, % at 20 µM. hit rate 0.78% among 360,000. AID 602399, 2012; in the data active = inhibition above about 26%; also: some compounds past the cut are filed as inactive
MT1-MMP act inh: blockers of MT1-MMP proenzyme processing, primary screen, HT1080 RFP-PRO-GFP cells, GFP/RFP fluorescence; Matrix metalloproteinase-14 (Homo sapiens), P50281; hit rate 0.061% among 360,000; GFP/RFP ratio fluorescence, overnight; percent of plate control window, DMSO zero; GFP/RFP ratio change, % at 20 µM;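 active = GFP/RFP ratio change of at least 30% with cell ATP level not reduced by more than half and red fluorescence within 50% of control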; also: strong numbers were not always called active
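Material: RFP-PRO-GFP reporter HT1080 cells. Dosing: single-point 20 µM compound, 1% DMSO. Controls: DMSO and RFP-L50D-GFP cell wells. Timing: cells overnight before dosing, compound overnight, 37 °C, 5% CO2. Measure: GFP/RFP fluorescence ratio.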
Active calls of the source: *; i = inactive; x = no result given.

#1 CC1CCCC(NC(=O)CN(C)S(=O)(=O)c2cccc3cccnc23)C1C (stereo not given)
#2 COc1ccccc1C(=O)NCCN1CCN(C(=O)c2ccccc2OC)CC1
#3 Cc1ccccc1-c1noc(-c2ccc(O)cc2)n1
#4 O=C1CCc2cc(S(=O)(=O)N3CCC(C(=O)Nc4nccs4)CC3)ccc2N1
#5 COc1ccc(S(=O)(=O)N2CCC3(CC2)OCCN3S(=O)(=O)c2ccc(C)cc2)cc1OC
#6 CCOC(=O)c1ccccc1NC(=O)Cc1ccccc1OC
#7 CC(C)/C=N/NC(=O)c1cc(Br)ccc1O
#8 Cc1ccc(/C=N/n2c(C3CCCCC3)n[nH]c2=S)s1
#9 CC(=O)N1C(=O)/C(=C2\SC(=S)N(NC(=O)c3ccc(O)cc3)C2=O)c2ccccc21
#10 Cc1cc(NC(=O)c2ccc(F)c(S(=O)(=O)N3CCCCC3)c2)no1
assay / compound	1	2	3	4	5	6	7	8	9	10
STEP block	0.6	-0.3	-1.1	4.4	2.2	3.5	0.2	0.0	4.0	-1.5
CendR NRP1 mod	-0.5	17.8	2.1	-20.4	4.4	-2.0	-8.6	11.4	-2.2	9.8
Scp-1 inhibitor	48.3	-7.8	-12.2	-6.1	-2.0	-7.0	-5.2	1.4	-9.6	-6.7
SKN-1 block	1.3	5.5	4.0	0.3	1.2	50.3*	7.9	5.4	7.1	8.7
SUMO1 PPI mod	2.3	-2.2	-1.5	9.9	6.5	3.6	4.4	-5.4	19.1	2.9
DNMT1 block	1.3	-3.0	1.8	0.4	-1.6	-5.8	3.0	5.9	-5.7	2.2
Rpn11 inh	i	i	i	i	i	i	i	i	i	i
LMPTP block	0.5	-2.0	2.9	-1.1	1.4	1.0	-1.5	-1.3	1.2	-1.3
NadD inh	-3.6	0.1	-6.6	-4.7	-1.5	0.3	-0.9	4.2	7.5	-1.6
MT1-MMP act inh	-2.6	-4.8	-4.9	-2.2	-0.2	-4.5	4.2	-1.3	3.5	3.6

Copied from above: entries 6–10
#6 CCOC(=O)c1ccccc1NC(=O)Cc1ccccc1OC
#7 CC(C)/C=N/NC(=O)c1cc(Br)ccc1O
#8 Cc1ccc(/C=N/n2c(C3CCCCC3)n[nH]c2=S)s1
#9 CC(=O)N1C(=O)/C(=C2\SC(=S)N(NC(=O)c3ccc(O)cc3)C2=O)c2ccccc21
#10 Cc1cc(NC(=O)c2ccc(F)c(S(=O)(=O)N3CCCCC3)c2)no1
assay / compound	6	7	8	9	10
STEP block	3.5	0.2	0.0	4.0	-1.5
CendR NRP1 mod	-2.0	-8.6	11.4	-2.2	9.8
Scp-1 inhibitor	-7.0	-5.2	1.4	-9.6	-6.7
SKN-1 block	50.3*	7.9	5.4	7.1	8.7
SUMO1 PPI mod	3.6	4.4	-5.4	19.1	2.9
DNMT1 block	-5.8	3.0	5.9	-5.7	2.2
Rpn11 inh	i	i	i	i	i
LMPTP block	1.0	-1.5	-1.3	1.2	-1.3
NadD inh	0.3	-0.9	4.2	7.5	-1.6
MT1-MMP act inh	-4.5	4.2	-1.3	3.5	3.6

Continuation.
#11 CC1(c2ccccc2)NC(=O)N(CC(=O)NNC(=O)c2cccc(Cl)c2)C1=O (stereo not given)
#12 CC(=O)Nc1ccc(S(=O)(=O)NCCC(=O)N2CCc3ccccc32)cc1
#13 Cc1cnc(C(=O)OCC(=O)Nc2cc(-c3cc(C)c(C)cc3C)nn2-c2ccccc2)cn1
#14 Cc1cc(C(=O)N2CCC(C)(C(=O)NS(=O)(=O)C3CC3)C2)n(C(C)(C)C)n1 (stereo not given)
#15 O=C(c1ccc(F)cc1)c1c[nH]c(C(=O)NCc2ccco2)c1
#16 C=CCN(C(=O)c1ccccc1)c1ccc(OC)cc1
#17 CC1CCN(CC(=O)Nc2ccc(S(=O)(=O)N3CCC(C)CC3)cc2)CC1
#18 CC(C)Oc1ccc(Cc2cnc(=S)[nH]c2N)cc1
#19 O=S(=O)(c1ccc(-c2cn3ccccc3n2)cc1)N1CCOCC1
#20 Cc1ccccc1C[n+]1cccc2ccccc21
assay / compound	11	12	13	14	15	16	17	18	19	20
STEP block	-1.4	-0.9	-0.6	-1.1	-11.1	-1.6	1.1	1.0	0.7	-2.4
CendR NRP1 mod	5.5	-1.1	2.6	2.4	-3.3	-2.4	0.6	-1.4	-6.7	9.2
Scp-1 inhibitor	2.3	-4.4	-9.0	x	-1.2	-7.7	-6.0	-8.1	-9.0	-5.8
SKN-1 block	-0.6	9.7	5.2	16.9	7.8	8.8	8.6	9.4	-5.0	1.7
SUMO1 PPI mod	-4.5	-2.2	4.2	-1.3	3.8	2.7	1.5	5.4	2.7	-25.0
DNMT1 block	1.4	-0.7	-5.3	5.1	1.3	1.7	0.7	-1.3	-3.1	3.2
Rpn11 inh	i	i	i	i	i	i	i	i	i	i
LMPTP block	-0.8	0.0	0.8	-0.9	-0.8	0.0	-1.4	0.7	0.1	-0.9
NadD inh	10.6	2.0	1.7	-0.6	-2.7	2.5	-5.9	0.4	6.1	-2.0
MT1-MMP act inh	0.5	-0.2	-0.9	2.4	-4.5	-2.8	2.6	1.6	26.5	-4.5

#21 Cc1ccc(CCNC(=O)C2CCCN(S(=O)(=O)c3cccc4nsnc34)C2)cc1 (stereo not given)
#22 CC(=O)c1cccc(NC(=O)Nc2cccnc2)c1
#23 CC(C)(O)CC[C@@H](O)[C@](C)(O)[C@H]1CC[C@@]2(O)C3=CC(=O)[C@@H]4C[C@@H](O)[C@@H](O)C[C@]4(C)[C@H]3CC[C@]12C
#24 O=c1[nH][nH]c2c1[C@H](CCc1cccc(Cl)c1)O[C@H](CCc1ccccc1)C2
#25 O=C(c1ccccc1Sc1ccccc1[N+](=O)[O-])N1CCCCC1
#26 O=C1c2ccccc2C(=O)N1CCCn1nnc(-c2ccc(N3CCOCC3)cc2)n1
#27 Cc1ccc(C)c(C(=O)COC(=O)c2cc(S(=O)(=O)N3CCOCC3)ccc2F)c1
#28 COC(=O)C1C(=O)c2c(C)noc2CC1(C)C (stereo not given)
#29 O=C(N/N=C/c1ccco1)C(O)c1ccccc1 (stereo not given)
#30 NC(=O)NC(=O)C(OC(=O)CCNS(=O)(=O)c1ccccc1)c1ccccc1 (stereo not given)
assay / compound	21	22	23	24	25	26	27	28	29	30
STEP block	0.1	-0.6	0.6	x	-2.4	-3.2	1.7	-3.1	-2.1	-3.0
CendR NRP1 mod	-7.4	5.1	-10.2	-1.4	6.5	4.5	-3.3	6.2	2.7	4.4
Scp-1 inhibitor	-0.4	-3.4	-8.8	x	-3.9	-1.0	x	0.2	-2.2	-2.8
SKN-1 block	-7.3	7.9	3.6	12.3	-12.3	2.1	-8.2	-10.7	2.2	12.0
SUMO1 PPI mod	-3.6	0.0	1.0	0.9	-29.3	-6.5	-3.2	1.3	-8.7	0.7
DNMT1 block	9.3	2.1	3.5	x	0.4	-4.7	-3.9	-1.0	3.1	-2.2
Rpn11 inh	i	i	i	x	i	i	i	i	i	i
LMPTP block	0.9	0.1	-0.3	2.4	0.2	-0.8	0.1	0.0	0.0	0.7
NadD inh	6.0	4.5	4.5	8.5	-5.8	-1.4	-11.2	-3.3	-1.7	3.0
MT1-MMP act inh	-0.8	-12.5	1.2	5.0	-2.4	-2.2	-0.9	-0.7	2.7	-9.2

#31 Cc1cc(C)nc(SCc2ccc(Cl)cc2)n1
#32 COC(=O)CNC(=O)CSc1nc(N)cc(=O)[nH]1
#33 COc1cccc(NC(=S)Nc2cc(C(=O)O)ccc2N2CC3CC(C2)c2cccc(=O)n2C3)c1 (stereo not given)
#34 O=C(c1cccc(Oc2c(Cl)cccc2[N+](=O)[O-])c1)N1CCOCC1
#35 CC(=O)NCCC(=O)N1CCCC(CNC(=O)c2ccc(-c3ccccc3)cc2)C1 (stereo not given)
#36 O=C(COC(=O)/C=C/c1ccc(Cl)c(Cl)c1)NC1CC1
#37 Cc1ccsc1/C=c1\sc2ncnn2c1=O
#38 CCOC(=O)CCCNC(=O)COC(=O)c1cc(C)cc(C)c1
#39 C=CCSc1nccc(-c2nn(-c3ccc(C)cc3)ccc2=O)n1
#40 CN(C)C(CNC(=O)c1cccc(C(F)(F)F)c1)c1ccco1 (stereo not given)
assay / compound	31	32	33	34	35	36	37	38	39	40
STEP block	-0.5	-5.4	5.9	-2.3	-0.7	0.4	-2.0	-6.6	-5.9	0.0
CendR NRP1 mod	6.6	3.7	-4.0	5.6	-8.0	0.9	-8.8	1.7	-9.3	14.2
Scp-1 inhibitor	3.6	-2.5	-3.3	3.8	-3.7	-2.4	-1.1	-6.2	3.6	-1.2
SKN-1 block	4.9	-12.8	-2.7	17.1	11.7	-1.6	-5.0	-0.2	-16.5	-11.6
SUMO1 PPI mod	0.8	0.8	0.2	-20.7	1.1	-10.1	-4.6	4.4	-13.9	22.6
DNMT1 block	1.0	6.0	-3.6	-1.1	5.9	0.3	1.0	3.0	-1.5	-0.5
Rpn11 inh	i	i	i	i	i	i	i	i	i	i
LMPTP block	1.2	-0.2	3.2	-1.0	-0.5	0.1	-1.3	-1.4	-1.3	0.2
NadD inh	-0.8	8.7	11.2	0.8	-7.7	1.8	-3.3	-2.9	3.9	-1.4
MT1-MMP act inh	-5.0	-0.4	0.9	3.5	-5.0	1.2	6.1	-3.5	-2.9	2.1
